High-throughput results as filed in PubChem BioAssay.
CHO parental Ca = signal in parental CHO cells, OX1R antagonist counter-screen | parental CHO-K1, ATP-induced calcium, Fluo-8 fluorescence | inhibition, % at 5.6 µM | 330,000 compounds, 0.63% hits;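 active means inhibition above that plate's mean sample inhibition plus 3 SD, cut at about 26% in these data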;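 further: 0% = ATP-challenged DMSO wells and 100% = DMSO wells without ATP; some compounds past the cut are filed as inactive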
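Assay system: untransfected parental CHO cell line. Also added: ATP agonist challenge. Dosing: one dose, 5.6 µM nominal. Measured by: Fluo-8 fluorescence. Read-out: % inhibition. Benchmarks: ATP wells versus no-ATP DMSO wells. Repeats: no replicates.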
M1 PAM = positive allosteric modulators of human M1 muscarinic receptor. P11229. CHO-K1 hM1, Fluo-8 calcium fluorescence, ACh EC20; 0% = ACh EC20, 100% = maximal ACh. activation, % at 3 µM. 360,000 compounds, 0.088% hits. AID 588819; in the data active means activation above about 19%, passing the limit was not always enough
OXTR potentiator = potentiates the human oxytocin receptor response. P30559. 320,000 compounds, 0.061% hits. activation, % at 3 µM. CHO-OTR cells, Fluo-8 calcium fluorescence, potentiator mode; 0% = oxytocin EC15, 100% = EC100;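 active means activation above that plate's cutoff, the mean activation of tested compounds plus 3 SD, cut at about 6.6% in these data, passing the limit was not always enough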;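 further: 100% uses oxytocin at 75 nM as the full agonist control; some results filed as inactive read as strong as hits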
Target sequence (P30559 whole entry, looked up): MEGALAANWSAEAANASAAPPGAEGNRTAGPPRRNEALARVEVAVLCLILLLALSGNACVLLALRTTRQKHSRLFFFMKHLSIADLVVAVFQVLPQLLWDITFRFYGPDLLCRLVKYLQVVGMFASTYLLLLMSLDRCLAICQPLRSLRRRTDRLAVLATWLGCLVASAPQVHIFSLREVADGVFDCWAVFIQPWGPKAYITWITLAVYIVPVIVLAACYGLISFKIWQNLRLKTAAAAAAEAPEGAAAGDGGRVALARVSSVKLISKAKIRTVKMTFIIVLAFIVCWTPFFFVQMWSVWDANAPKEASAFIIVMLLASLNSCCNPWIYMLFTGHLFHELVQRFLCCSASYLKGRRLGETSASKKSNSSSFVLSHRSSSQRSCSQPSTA
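System: human OTR in CHO cells / Also added: sub-maximal oxytocin, roughly EC15 / Control set: EC15 oxytocin low, 75 nM oxytocin high / Schedule: 6 min compound pre-incubation at room temperature, 100 s kinetic read / Compound: single-point 3.0 µM / Replication: singlicate / Technique: Fluo-8 calcium dye fluorescence / Read-out basis: % activation of max/min ratio relative to oxytocin controls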
CHRM4 agonist = CHRM4 agonism in calcium assay; activation, % at 3 µM; CHO-K1 hM4/Gqi5, Fluo-8 calcium fluorescence; vehicle 0%, full acetylcholine response 100%; P08173; 360,000 compounds, 0.14% hits; AID 624127;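 active means activation above the run mean over all test wells plus 3 SD, cut at about 32% in these data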;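 further: peak over basal fluorescence ratio per well then scaled between controls; 0% = DMSO wells and 100% = acetylcholine at EC100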
Target sequence (P08173 whole entry, looked up): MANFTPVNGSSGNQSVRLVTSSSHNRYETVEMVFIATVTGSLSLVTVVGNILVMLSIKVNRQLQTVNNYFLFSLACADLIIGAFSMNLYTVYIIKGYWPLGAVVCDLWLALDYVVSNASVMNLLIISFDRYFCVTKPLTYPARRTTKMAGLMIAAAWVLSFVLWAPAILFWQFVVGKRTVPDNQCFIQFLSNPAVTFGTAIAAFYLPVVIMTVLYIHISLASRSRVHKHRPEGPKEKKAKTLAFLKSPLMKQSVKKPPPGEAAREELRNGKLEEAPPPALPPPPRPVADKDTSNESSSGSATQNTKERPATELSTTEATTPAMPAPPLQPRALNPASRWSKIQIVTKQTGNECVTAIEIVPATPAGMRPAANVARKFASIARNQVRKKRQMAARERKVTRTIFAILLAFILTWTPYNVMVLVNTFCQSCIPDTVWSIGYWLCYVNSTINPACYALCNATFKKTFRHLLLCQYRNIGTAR
M1 antag = blocks human M1 muscarinic receptor; P11229; CHO-K1 hM1, Fluo-8 calcium fluorescence, ACh EC80 antagonist; inhibition, % at 3 µM; 360,000 compounds, 1.3% hits;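 active means percent inhibition above its own plate's cutoff, namely the mean of that plate's compound wells plus 3 SD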;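 further: peak over basal fluorescence ratio during 140 s after agonist addition; 0% = ACh EC80 plus DMSO and 100% = DMSO alone without agonist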
CHRM4 antagonist = antagonists of human muscarinic M4 receptor (CHRM4); P08173; CHO-hM4 cells, ACh EC80, Fluo-8 calcium fluorescence; inhibition, % at 3 µM; 360,000 compounds, 0.73% hits; AID 624125;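 active means inhibition above its plate's cutoff, the mean inhibition of sample wells plus 3 SD, cut at about 27% in these data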;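 further: 0% = acetylcholine EC80 with DMSO and 100% = DMSO without agonist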
CHO-K1 Ca antag = M1 antagonist counterscreen hit in parental CHO-K1 cells | ATP-induced calcium, Fluo-8 fluorescence | inhibition, % at 3 µM | 360,000 compounds, 0.6% hits | AID 602250;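 active means inhibition above a per-plate cutoff, the plate's mean sample inhibition plus 3 SD, cut at about 24% in these data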;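 further: 0% = DMSO plus EC80 ATP and 100% = DMSO alone without ATP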
M1 ag parental = M1 agonist counterscreen hit in parental CHO-K1 cells | 360,000 compounds, 0.48% hits | activation, % at 3 µM | Fluo-8 calcium fluorescence; scaled to maximal ATP response, vehicle zero; in the data active means activation above about 15%;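 further: untransfected CHO-K1 host cells lacking M1 receptor as counterscreen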
M1 ag = agonists of human M1 muscarinic receptor; CHO-K1 hM1, Fluo-8 calcium fluorescence, agonist mode; 0% DMSO, 100% acetylcholine EC100; AID 588814; 360,000 compounds, 0.33% hits; activation, % at 3 µM; P11229;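 active means activation above the run's mean compound activation plus 3 SD, cut at about 16% in these data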;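 further: peak over basal fluorescence ratio within a 140 s kinetic read after compound addition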
Numbers without * were called inactive.

`O=C(c1ccc2ccccc2c1)C1CCCN(C(=O)CCn2cnnn2)C1` (stereo not given) gave CHO parental Ca -3.1, M1 PAM 8.0, OXTR potentiator -13.9, CHRM4 agonist 2.3, M1 antag -5.8, CHRM4 antagonist 1.4, CHO-K1 Ca antag -2.1, M1 ag parental 7.9 and M1 ag -6.6.
CSc1ccccc1OCc1cc(C(=O)N(C)CCn2nc(C)cc2C)no1 was read as CHO parental Ca -21.9, M1 PAM 12.0, OXTR potentiator -5.6, CHRM4 agonist 2.1, M1 antag -15.9, CHRM4 antagonist -2.2, CHO-K1 Ca antag -16.7, M1 ag parental 2.8 and M1 ag -1.4.
Screening Cc1ccc(-c2nc(Nc3cccc(C)c3)sc2CC(=O)O)cc1 returned CHO parental Ca 6.4, M1 PAM 4.6, OXTR potentiator -8.3, CHRM4 agonist 2.9, M1 antag 0.4, CHRM4 antagonist -15.3, CHO-K1 Ca antag 26.3*, M1 ag parental 1.1 and M1 ag 0.2.
Screening COc1cc(C=O)cc(Cl)c1OC(=O)N1CCOCC1 returned CHO parental Ca -1.7, M1 PAM -4.5, OXTR potentiator -2.7, CHRM4 agonist 14.8, M1 antag 1.4, CHRM4 antagonist 4.8, CHO-K1 Ca antag -3.8, M1 ag parental 5.6 and M1 ag -1.6.
CCOc1ccc(/C=N/n2c(C)nc3ccccc3c2=O)cc1 was read as CHO parental Ca -13.1, M1 PAM 11.7, OXTR potentiator 4.5, CHRM4 agonist 1.0, M1 antag -29.7, CHRM4 antagonist -2.8, CHO-K1 Ca antag -8.4, M1 ag parental 0.5 and M1 ag -5.6.
`COc1ccc(NC(=O)c2ccc3c(c2)S(=O)(=O)N=C2CCCCCN23)cc1S(N)(=O)=O` gave M1 PAM -0.3, CHRM4 agonist 0.4, M1 antag 3.3, CHRM4 antagonist 2.6, CHO-K1 Ca antag -1.6, M1 ag parental 0.0 and M1 ag -8.1.
O=C(c1cccc(S(=O)(=O)N2CCCCC2)c1)N1CCc2ccccc21 was read as CHO parental Ca -19.8, M1 PAM 3.3, OXTR potentiator -3.5, CHRM4 agonist 11.1, M1 antag -4.3, CHRM4 antagonist -21.9, CHO-K1 Ca antag -5.0, M1 ag parental 5.8 and M1 ag -8.0.
CC(C)OCCCNC(=O)C1CC(=O)N(CCc2ccc(F)cc2)C1 (stereo not given) was read as CHO parental Ca -9.0, M1 PAM 4.6, OXTR potentiator 1.6, CHRM4 agonist 0.3, M1 antag -11.6, CHRM4 antagonist 3.2, CHO-K1 Ca antag -5.2, M1 ag parental 0.4 and M1 ag -3.1.
Screening O=C(CCCn1cnc([N+](=O)[O-])n1)Nc1cccc2ccccc12 returned CHO parental Ca -7.6, M1 PAM -0.7, OXTR potentiator -3.0, CHRM4 agonist 1.3, M1 antag 7.2, CHRM4 antagonist 0.7, CHO-K1 Ca antag -2.1, M1 ag parental 0.1 and M1 ag -2.0.
`CCn1c(SC)nc2c(c1=O)SC(C)C2` (stereo not given) gave CHO parental Ca -12.7, M1 PAM -0.6, OXTR potentiator -2.4, CHRM4 agonist -0.6, M1 antag -1.6, CHRM4 antagonist 0.1, CHO-K1 Ca antag -23.8, M1 ag parental 0.2 and M1 ag -8.0.
Cn1c(=O)c(C#N)c(-c2ccc(F)cc2)c2cc(C(=O)c3cc(Cl)cc(Cl)c3O)cnc21 was read as CHO parental Ca 11.6, M1 PAM -11.8, OXTR potentiator -9.7, CHRM4 agonist 2.0, M1 antag 31.4*, CHRM4 antagonist -2.8, CHO-K1 Ca antag 12.1, M1 ag parental 14.2 and M1 ag 3.5.
Cc1cccc(NC(=O)N(Cc2cc3cc(C)ccc3[nH]c2=O)CC2COCCO2)c1 (stereo not given) was read as CHO parental Ca -31.0, M1 PAM 14.5, OXTR potentiator -14.1, CHRM4 agonist 3.0, M1 antag -17.2, CHRM4 antagonist 0.6, CHO-K1 Ca antag -6.0, M1 ag parental 0.3 and M1 ag -1.1.
Screening CCN(CC)S(=O)(=O)c1ccc(N2CCCC2)c(NC(=O)c2ccncc2)c1 returned CHO parental Ca -6.8, M1 PAM 2.2, OXTR potentiator 1.0, CHRM4 agonist 1.1, M1 antag -6.2, CHRM4 antagonist -8.7, CHO-K1 Ca antag -10.9, M1 ag parental 0.6 and M1 ag -1.6.
`COCCNC(=O)C(=O)N/N=C(\C)CC(=O)Nc1ccc(Cl)cc1Cl` gave CHO parental Ca -10.2, M1 PAM 3.7, OXTR potentiator -4.8, CHRM4 agonist -0.3, M1 antag -8.1, CHRM4 antagonist 4.7, CHO-K1 Ca antag -8.1, M1 ag parental -0.3 and M1 ag -8.4.
For CCOc1ccc(-c2ccc3nnc(SCC(=O)NCC4CCCO4)n3n2)cc1 (stereo not given) the results were CHO parental Ca -8.3, M1 PAM 6.2, OXTR potentiator 0.6, CHRM4 agonist 0.1, M1 antag -9.8, CHRM4 antagonist 13.2, CHO-K1 Ca antag -1.8, M1 ag parental 0.6 and M1 ag -4.0.
Screening O=C(CCCN1C(=O)S/C(=C\C=C\c2ccccc2)C1=O)Nc1ccc(O)cc1 returned CHO parental Ca -0.5, M1 PAM -10.0, OXTR potentiator -15.9, CHRM4 agonist 11.8, M1 antag 15.7, CHRM4 antagonist 0.2, CHO-K1 Ca antag -6.8, M1 ag parental 11.3 and M1 ag 2.8.
For N/C(COc1ncn(-c2ccccc2)n1)=N\S(=O)(=O)c1ccc(Cl)cc1Cl the results were CHO parental Ca -18.2, M1 PAM 0.8, OXTR potentiator -2.0, CHRM4 agonist 1.3, M1 antag 0.9, CHRM4 antagonist -0.7, CHO-K1 Ca antag -11.0, M1 ag parental -0.2 and M1 ag -6.3.
Screening CCN(CC(=O)NCc1cccs1)C(=O)c1cccc(S(=O)(=O)N(C)C)c1 returned CHO parental Ca -17.3, M1 PAM 4.7, OXTR potentiator -3.0, CHRM4 agonist 0.2, M1 antag -13.4, CHRM4 antagonist 3.8, CHO-K1 Ca antag -14.2, M1 ag parental 1.0 and M1 ag -2.5.
Screening Cc1ccc(S(=O)(=O)N2CCC(C(=O)NNC(=O)c3ccccc3O)CC2)cc1 returned CHO parental Ca -14.4, M1 PAM 2.5, OXTR potentiator 4.6, CHRM4 agonist 2.8, M1 antag -3.4, CHRM4 antagonist -46.6, CHO-K1 Ca antag 6.3, M1 ag parental -0.1 and M1 ag -4.2.
For O=C(Nc1nnc(-c2ccc3c(c2)OCCO3)o1)c1ccc(Cc2ccccc2)cc1 the results were CHO parental Ca -2.6, M1 PAM -4.7, OXTR potentiator -5.7, CHRM4 agonist 0.3, M1 antag 10.6, CHRM4 antagonist 7.5, CHO-K1 Ca antag 7.3, M1 ag parental -0.3 and M1 ag -2.6.
Screening CCN1CCN(c2ccc(S(=O)(=O)N3CCCCC3)cc2NC(=O)Cc2ccc(OC)cc2)CC1 returned CHO parental Ca -13.6, M1 PAM -6.5, OXTR potentiator -11.6, CHRM4 agonist 5.0, M1 antag 8.4, CHRM4 antagonist 0.2, CHO-K1 Ca antag 2.0, M1 ag parental 4.5 and M1 ag -3.1.
`Cc1c(-c2ccccc2)c(-c2ccc(OCCN(C)C)cc2)n2ccccc12` gave M1 PAM -11.6, CHRM4 agonist 1.2, M1 antag 4.1, CHRM4 antagonist -0.3, CHO-K1 Ca antag -5.9, M1 ag parental 0.3 and M1 ag -8.8.
`CCN=C(Nc1ccc(Cl)cc1)c1cccnc1` gave CHO parental Ca -8.5, M1 PAM 7.5, OXTR potentiator -1.2, CHRM4 agonist 2.5, M1 antag -2.3, CHRM4 antagonist 4.5, CHO-K1 Ca antag 0.7, M1 ag parental 0.6 and M1 ag -4.0.
For CCOC(=O)c1ccc(NC(=O)Cn2nnc(-c3ccccc3F)n2)cc1 the results were CHO parental Ca -9.0, M1 PAM 9.1, OXTR potentiator -8.9, CHRM4 agonist 6.1, M1 antag -9.5, CHRM4 antagonist -2.6, CHO-K1 Ca antag 0.0, M1 ag parental 2.0 and M1 ag -3.0.

The closing 2 entries of the section above come first, to join the parts:
`CCN=C(Nc1ccc(Cl)cc1)c1cccnc1` gave CHO parental Ca -8.5, M1 PAM 7.5, OXTR potentiator -1.2, CHRM4 agonist 2.5, M1 antag -2.3, CHRM4 antagonist 4.5, CHO-K1 Ca antag 0.7, M1 ag parental 0.6 and M1 ag -4.0.
For CCOC(=O)c1ccc(NC(=O)Cn2nnc(-c3ccccc3F)n2)cc1 the results were CHO parental Ca -9.0, M1 PAM 9.1, OXTR potentiator -8.9, CHRM4 agonist 6.1, M1 antag -9.5, CHRM4 antagonist -2.6, CHO-K1 Ca antag 0.0, M1 ag parental 2.0 and M1 ag -3.0.
Screening COCCn1nnnc1C(C(C)C)N1CCN(C(=O)c2ccco2)CC1 (stereo not given) returned CHO parental Ca -5.4, M1 PAM 1.2, OXTR potentiator -7.3, CHRM4 agonist 1.1, M1 antag -11.2, CHRM4 antagonist -8.5, CHO-K1 Ca antag 1.8, M1 ag parental 0.3 and M1 ag -2.2.
For CCN(CC(=O)Nc1ccc2c(c1)OCO2)S(=O)(=O)c1ccccc1 the results were CHO parental Ca -13.4, M1 PAM 3.1, OXTR potentiator -5.7, CHRM4 agonist 2.6, M1 antag -4.9, CHRM4 antagonist 4.2, CHO-K1 Ca antag -6.6, M1 ag parental 1.3 and M1 ag -2.1.
`O=C(OCCC1Oc2cccnc2NC1=O)c1ccc(Cl)cc1` (stereo not given) gave CHO parental Ca 6.6, M1 PAM 3.5, OXTR potentiator -14.9, CHRM4 agonist 6.5, M1 antag 1.6, CHRM4 antagonist -2.0, CHO-K1 Ca antag -7.0, M1 ag parental 4.6 and M1 ag 0.8.
`O=C(COC(=O)/C=C/c1cccs1)Nc1ccc(Cl)cc1F` gave CHO parental Ca 5.0, M1 PAM -9.0, OXTR potentiator 2.5, CHRM4 agonist 0.1, M1 antag 15.7, CHRM4 antagonist 6.1, CHO-K1 Ca antag -13.0, M1 ag parental 0.2 and M1 ag -4.5.
For O=C1C(=O)N(CCO)C(c2ccc(Br)cc2)/C1=C(\O)c1ccccc1 (stereo not given) the results were CHO parental Ca 8.9, M1 PAM 8.4, OXTR potentiator 4.6, CHRM4 agonist -0.2, M1 antag 0.9, CHRM4 antagonist 6.1, CHO-K1 Ca antag -5.4, M1 ag parental 1.0 and M1 ag -3.4.
Screening Cc1ccc(C2SCC(C(=O)O)N2C(=O)c2ccc(F)cc2)cc1 (stereo not given) returned CHO parental Ca 0.4, M1 PAM 7.2, OXTR potentiator -2.3, CHRM4 agonist 0.8, M1 antag -6.3, CHRM4 antagonist 22.4, CHO-K1 Ca antag -6.8, M1 ag parental 1.1 and M1 ag -0.4.
Screening C(=NOCCc1ccccc1)c1ccccn1 returned M1 PAM 9.3, CHRM4 agonist 0.3, M1 antag -15.7, CHRM4 antagonist -2.3, CHO-K1 Ca antag -5.1, M1 ag parental -0.3 and M1 ag -0.3.
`COC(=O)c1ccc(CSc2nnc(NC(=O)C3CCCO3)s2)cc1` (stereo not given) gave CHO parental Ca -23.7, M1 PAM 11.1, OXTR potentiator -6.5, CHRM4 agonist 4.4, M1 antag -12.3, CHRM4 antagonist -3.3, CHO-K1 Ca antag -11.2, M1 ag parental 1.2 and M1 ag 2.0.
